Screens deposited in PubChem BioAssay by several laboratories.
Efflux pump inh – inhibitors of Candida efflux pumps in yeast, primary screen, S. cerevisiae, Nile Red, multiplex; inhibition, % at 10 µM; 0.44% of 330,000 active; S. cerevisiae Candida pump triplex;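 active means plate passing quality check with inhibition over a set limit, or well fluorescence over plate mean plus 4 SD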;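 further: Nile Red retained in pooled yeast measured as flow cytometry median fluorescence; 0% = buffer negative control and 100% = Enniatin B positive control; higher means more Nile Red kept so more efflux inhibition; some compounds called inactive have numbers as strong as hits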
MCL1 BIM primary – inhibitors of MCL1 binding to BIM-BH3, primary screen, biochemical, fluorescence polarization; Induced myeloid leukemia cell differentiation protein Mcl-1 (Homo sapiens), Q07820; GST-MCL1 / FITC-Bim-BH3 fluorescence polarization; inhibition, % at 10.9 µM; 0.68% of 320,000 active; AID 2057, 2009;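 active means inhibition above the mean inhibition of all tested compounds plus 3 SD, set per campaign, cut at about 40% in these data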;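 further: 0% = DMSO wells and 100% = unlabeled Bim-BH3 peptide control; higher means more loss of mP so more displacement of Bim peptide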
Target sequence (Q07820 whole entry, looked up): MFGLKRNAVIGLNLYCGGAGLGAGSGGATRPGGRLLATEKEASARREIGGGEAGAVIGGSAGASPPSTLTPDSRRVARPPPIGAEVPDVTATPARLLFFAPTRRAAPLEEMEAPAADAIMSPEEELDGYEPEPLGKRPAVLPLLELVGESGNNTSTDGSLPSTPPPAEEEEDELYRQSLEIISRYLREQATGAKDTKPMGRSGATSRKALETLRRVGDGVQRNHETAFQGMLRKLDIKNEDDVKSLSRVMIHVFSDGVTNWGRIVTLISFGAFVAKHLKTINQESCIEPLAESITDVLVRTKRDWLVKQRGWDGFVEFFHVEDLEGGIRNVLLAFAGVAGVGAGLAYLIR
BCLXL inh – inhibitors of human Bcl-xL, primary screen, biochemical, fluorescence polarization, HTS; Bcl-2-like protein 1 (Homo sapiens), Q07817; inhibition, % at 10.9 µM; 0.7% of 320,000 active; GST-Bcl-xL / FITC-Bim BH3 peptide fluorescence polarization; AID 2129, 2009;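 active means inhibition above the mean of all tested compounds plus 3 SD, cutoff set per campaign, cut at about 30% in these data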;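 further: 0% = DMSO wells and 100% = unlabeled Bim-BH3 peptide competitor; inhibitors lower millipolarization by displacing the labeled peptide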
Target sequence (Q07817 whole entry, looked up): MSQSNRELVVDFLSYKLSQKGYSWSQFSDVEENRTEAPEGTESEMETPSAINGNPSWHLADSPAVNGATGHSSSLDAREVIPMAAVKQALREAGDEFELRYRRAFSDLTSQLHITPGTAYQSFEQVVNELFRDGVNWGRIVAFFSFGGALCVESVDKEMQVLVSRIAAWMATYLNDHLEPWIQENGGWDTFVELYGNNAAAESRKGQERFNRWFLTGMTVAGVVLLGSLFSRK
GLD-1 RNA inh – GLD-1/TGE RNA complex disruptors, primary screen, biochemical, fluorescence polarization | Female germline-specific tumor suppressor gld-1 (Caenorhabditis elegans), Q17339 | inhibition, % at 5.96 µM | 0.44% of 320,000 active | purified GLD-1 + fluorescein TGE RNA;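 active means percent inhibition above a per-plate cutoff, the plate mean of test compounds plus 3 SD, cut at about 30% in these data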;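 further: 0% = DMSO wells with GLD-1 and probe and 100% = wells lacking GLD-1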
Target sequence (Q17339 whole entry, looked up): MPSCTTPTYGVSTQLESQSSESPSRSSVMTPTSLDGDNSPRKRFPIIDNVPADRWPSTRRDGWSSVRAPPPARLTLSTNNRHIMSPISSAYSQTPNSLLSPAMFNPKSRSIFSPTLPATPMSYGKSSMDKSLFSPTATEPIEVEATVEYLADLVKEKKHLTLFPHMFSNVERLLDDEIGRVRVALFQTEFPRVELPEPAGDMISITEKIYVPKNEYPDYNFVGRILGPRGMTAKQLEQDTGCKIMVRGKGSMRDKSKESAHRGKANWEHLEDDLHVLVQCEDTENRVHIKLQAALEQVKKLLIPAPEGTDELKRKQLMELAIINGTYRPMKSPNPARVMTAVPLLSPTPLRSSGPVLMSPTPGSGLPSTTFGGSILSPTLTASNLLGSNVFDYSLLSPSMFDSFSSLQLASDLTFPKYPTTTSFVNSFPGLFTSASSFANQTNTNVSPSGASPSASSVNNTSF
CR mimetic SO – reduction of superoxide in aged yeast, primary screen, HTS; S. cerevisiae aged cells, superoxide DHE fluorescence; hits give low values; superoxide response (% of plate mean), % at 10 µM; 0.18% of 330,000 active; AID 2690, 2010;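 active means superoxide response under a set limit, about three screen SD below normal, cut at about 65% in these data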;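 further: yeast aged for seven days with compound at 30 °C before DHE staining; 100% = average MFI of all compound-treated wells on the plate with controls excluded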
ZTA counter – ZTA (EBV) inhibition in EBNA-1 counter-screen; ZTA-DNA binding, fluorescence polarization; AID 2234; inhibition, % at 11 µM; 0.15% of 320,000 active; in the data active means inhibition above about 33%
Fam108B counter – mouse Fam108B serine hydrolase inhibitors, primary screen, counter-screen for RBBP9 inhibitor project, biochemical, fluorescence polarization; 0.33% of 300,000 active; recombinant Fam108B, FP-Rh probe fluorescence polarization; inhibition, % at 9.51 µM; AID 1947, 2009;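 active means inhibition above the screen mean inhibition plus 3 SD, computed separately per campaign, cut at about 18% in these data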;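 further: inhibitors lower polarization as less probe binds the enzyme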
EBNA-1 inh – EBNA-1 DNA-binding inhibitors, primary screen, biochemical, fluorescence polarization; 0.34% of 300,000 active; inhibition, % at 14.8 µM; in the data active means inhibition above about 28%
MEX-5 binding – MEX-5 zinc finger RNA-binding disruptors – biochemical, C. elegans, fluorescence polarization, MLPCN library, primary screen; activity score (negative = inhibition of binding), % at 10 µM; Zinc finger protein mex-5 (Caenorhabditis elegans), Q9XUB2; 0.38% of 300,000 active; MEX-5/FITC-TCR2 RNA binding; hits give low values;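 active means inhibition past about -25% in most replicates, and total fluorescence under double the plate's negative control median, limit read from the data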;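 further: 0% = DMSO and -100% = 5 µM competing unlabeled TCR2 RNA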
* = called active by the depositor; · = no result given.

Start of the data: the first three compounds as a preview:
SMILES	Efflux pump inh	MCL1 BIM primary	BCLXL inh	GLD-1 RNA inh	CR mimetic SO	ZTA counter	Fam108B counter	EBNA-1 inh	MEX-5 binding
COc1ccc(C)cc1NC(=O)CCC(=O)Nc1nnc(C2CCCCC2)s1	0.1	-2	2	4	106	5	-2	20	0.0
CNC(=S)NNc1nc(N2CCOCC2)nc(N2CCOCC2)n1	0.3	10	-29	-7	84	-1	1	-5	0.8
O=c1c2ccccc2nnn1CSc1nc2cc(Cl)ccc2c(=O)n1Cc1ccco1	0.0	9	1	-3	95	2	-2	0	0.3

The whole of this part, from the first entry:
SMILES	Efflux pump inh	MCL1 BIM primary	BCLXL inh	GLD-1 RNA inh	CR mimetic SO	ZTA counter	Fam108B counter	EBNA-1 inh	MEX-5 binding
COc1ccc(C)cc1NC(=O)CCC(=O)Nc1nnc(C2CCCCC2)s1	0.1	-2	2	4	106	5	-2	20	0.0
CNC(=S)NNc1nc(N2CCOCC2)nc(N2CCOCC2)n1	0.3	10	-29	-7	84	-1	1	-5	0.8
O=c1c2ccccc2nnn1CSc1nc2cc(Cl)ccc2c(=O)n1Cc1ccco1	0.0	9	1	-3	95	2	-2	0	0.3
O=S(=O)(CCN1CCOCC1)c1ccc(OC(F)(F)F)cc1	0.0	0	6	-7	93	-5	4	8	1.0
NC(N)=Nc1nc(-c2ccccc2)c2cc(Cl)ccc2n1	0.3	5	7	4	109	-2	-2	-6	2.0
CN(C)CCCNc1ncnc2c1cnn2-c1ccccc1	0.4	2	-1	-2	106	1	0	-5	1.5
O=C(CSc1nnc(-c2ccco2)n1Cc1ccccc1)NCc1ccccc1	0.0	4	1	-2	93	7	3	13	-0.5
CCCCCCNC(=O)Nc1ccccc1	0.3	2	3	6	100	-6	1	6	1.0
CC(=O)c1cccc(NC(=S)NC(=O)c2ccc(Cl)cc2)c1	-0.1	7	2	7	90	0	7	5	-0.9
Cc1cc(=O)oc2cc(OCC(=O)N3CCCC3)c(Cl)cc12	-0.1	-1	-2	2	85	11	·	·	·
O=C(CCS(=O)(=O)c1ccccc1)Nc1ccc(Cl)cn1	0.2	2	5	6	113	5	1	-1	-0.6
O=C(Nc1ccccc1F)c1ccc(S(=O)(=O)NCC2CCCO2)cc1 (stereo not given)	0.1	2	1	6	109	13	1	2	-0.9
CCC1CN(C(=O)N2CCC(C(=O)NCc3ccc(C)o3)CC2)c2ccccc2O1 (stereo not given)	0.0	4	5	9	117	-8	1	1	-1.7
COc1ccc(/C=C(\C#N)C(=O)NCc2cccnc2)cc1OC	0.1	13	7	4	105	1	-2	-3	-1.7
O=C(N/N=C/c1ccc([N+](=O)[O-])o1)c1sc2ccccc2c1Cl	-0.1	5	5	-4	90	15	0	1	-5.8
O=C(N/N=C/c1c(O)ccc2ccccc12)c1ccc[n+](CCO)c1	-0.1	18	2	-20	115	5	-4	-8	-18
CC(=O)c1ccc(OCc2cc(C(=O)NCCN3CCCC(O)C3)no2)cc1 (stereo not given)	0.1	5	-2	1	96	9	-4	-12	-0.3
O=C1CC(c2ccccc2)CC(O)=C1C=NCc1ccc(Cl)cc1 (stereo not given)	0.0	7	7	1	90	9	2	7	-2.4
O=C(NCCc1c[nH]c2ccccc12)c1ccc(Cl)cc1	0.0	-5	3	12	104	-7	-1	-7	-0.8
CCCCCOc1ccc(NC2=CC(=O)CCC2)cc1	0.0	2	1	1	85	0	3	-16	0.8
Cc1ccc2nsnc2c1S(=O)(=O)Nc1cccc2nsnc12	0.0	8	8	-1	97	9	-1	-2	0.0
CC(C)N1C(=O)/C(=C\c2nc3ccccc3c(=O)n2-c2ccccc2)c2ccccc21	0.0	-2	4	7	94	25	5	-1	1.9
Cc1nc2ccc(NC(=O)c3cccc(S(=O)(=O)N(C)c4ccccc4)c3)cc2s1	0.1	-1	-2	-5	98	-1	-20	-3	-1.1
COc1ccc(/C=N\NC(=O)c2cccc(F)c2)cc1COc1ccccc1	0.0	6	-1	1	86	-3	-7	-1	0.4
Cc1ccccc1NC(=O)CCc1nnc2ccc(N3CCC4(CC3)OCCO4)nn12	0.3	-5	-3	9	111	10	-5	3	2.4
Cc1cccc(NC(=S)NNc2ncc(C(F)(F)F)cc2Cl)c1	0.3	7	0	-3	85	-11	1	5	-1.5
CCn1cc(Br)c(C(=O)N2CCN(c3ccccc3)CC2)n1	-0.3	-2	3	-1	90	-1	0	-6	-1.4
CCOc1ccc(N2CC(C(=O)N3CCCC3)CC2=O)cc1 (stereo not given)	0.0	4	3	4	91	-1	4	0	0.6
COCC(=O)Nc1ccc2nc3n(c(=O)c2c1)CCCCC3	0.0	7	6	-3	95	7	1	-1	0.1
Cc1ccnc(NS(=O)(=O)c2ccccc2)n1	0.1	0	1	0	95	5	-2	5	-2.1
COc1ccc(NC(=O)COC(=O)C2CCCCC2)c([N+](=O)[O-])c1	0.0	-1	3	7	98	-27	2	3	0.5
CC(C)C(C(=O)N1CCN(Cc2ccccc2)CC1)c1ccccc1 (stereo not given)	0.1	-4	5	3	94	-11	-1	6	0.4
CC1CCN(C(=O)Cn2c(=O)c3cccn3c3ccccc32)CC1	-0.1	1	-1	4	88	0	1	-13	-0.3
O=C(COc1ncnc2scc(-c3ccc(Cl)cc3)c12)NCc1ccco1	-0.1	-5	2	6	105	-4	-3	-3	-2.0
Cc1nc2ncnn2c(C)c1CCC(=O)N1CCCCC1	-0.1	-1	4	5	99	-5	3	10	-2.4
O=c1nccc(NCc2ccco2)[nH]1	-0.1	5	3	4	96	-5	0	2	-1.5
CN(c1ccccc1)S(=O)(=O)c1ccc(NC(=S)NC(=O)c2ccccc2)cc1	0.5	7	-3	-8	107	-4	-6	-2	-3.3
COc1ccc2c(c1)O[C@@H](c1cccc(C(F)(F)F)c1)[C@H](OC(=O)NCCc1ccc(OC)c(OC)c1)C2=O	-0.1	-2	-6	8	109	-9	-6	-1	1.7
COc1ccc(-c2nn(-c3ccccc3)cc2/C=N/Nc2ccc(S(N)(=O)=O)cc2[N+](=O)[O-])cc1OC	0.5	-6	7	-4	90	10	3	-3	-2.5
CC(C)(C)C1CCC(=NNC(=O)C(=O)NC2CCCCC2)CC1 (stereo not given)	0.0	9	5	0	97	4	6	7	-0.1
Cc1ccc(-n2nc(C)c3c(C)c(CCC(=O)NCc4ccccc4)c(C)nc32)cc1	-0.2	-4	-3	4	98	6	4	1	-0.5
O=C(CCc1c[nH]c2ccccc12)NCCc1ccc(Cl)cc1	-0.2	-14	-4	0	99	1	3	-18	2.1
O=C1COc2ccc(S(=O)(=O)N3CCc4ccccc43)cc2N1	-0.2	9	7	-3	91	-5	1	-4	1.1
CCNc1nc(NCC)n2c(SCC(=O)Nc3cccc(Cl)c3)nnc2n1	0.3	-2	0	-2	106	-8	-4	-8	1.8
CCOc1ccc(C(CC(=O)O)NS(=O)(=O)c2ccc(C)cc2)cc1OC (stereo not given)	-0.1	4	6	3	88	-8	0	7	1.4
COc1ccc(CN(C(=O)c2cccc(OC)c2)C2CCS(=O)(=O)C2)cc1 (stereo not given)	-0.2	13	7	2	104	-11	3	3	2.1
COc1cccc(-c2nc(N)nc(SC)c2C#N)c1	0.0	7	4	5	130	-10	-4	4	-2.1
Cc1cccc(C(=O)NC(C(=O)Nc2cccc(S(=O)(=O)N3CCCC3)c2)C(C)C)c1 (stereo not given)	0.1	8	-1	-5	101	5	·	·	·
CN(C)S(=O)(=O)c1cccc(NC(=O)COC(=O)/C=C/c2ccco2)c1	-0.2	-4	5	6	100	-8	1	-1	2.3
COc1ccc(OC)c2c1sc(=NC(=O)c1cccc(N3C(=O)CCC3=O)c1)n2C	0.1	-2	2	-3	139	0	-3	6	0.6
COc1ccccc1N(CC(=O)NCC1CCCO1)C(=O)Cn1nnc(-c2cccs2)n1 (stereo not given)	-0.2	9	6	2	111	-8	3	-4	2.1
COc1ccc(/C=C/C(=O)OCC(=O)Nc2ccc3c(c2)OCO3)cc1	-0.1	-1	-4	-3	85	2	·	·	·
CCOC(=O)c1sc(NC(=O)c2cc(S(=O)(=O)N3CCOCC3)ccc2C)nc1C	0.0	1	3	2	105	3	-6	-6	-0.4
O=C(NNC(=O)c1ccccc1Br)c1ccncc1	0.0	-8	2	-8	98	10	-3	8	-1.1
O=C(NCCN1CCN(c2ccccc2)CC1)c1cccn2c(=O)c3ccccc3nc12	0.2	4	5	2	113	-15	-1	3	-1.1
CC1(C)Cc2c(c(N3CCOCC3)nc3sc4c(NCC5CCCO5)nnnc4c23)CS1 (stereo not given)	0.5	-4	-6	5	105	-2	-4	-4	-0.3
Cc1ccc(S(=O)(=O)CCC(=O)NCc2ccccc2Cl)cc1	0.0	-4	4	5	81	-1	0	8	-1.4
CC1CCc2sc(C(=O)NC3CCCCC3)cc2C1 (stereo not given)	0.1	-4	1	4	88	10	·	·	·
COCCCn1c(SCC(=O)N2CCc3ccccc32)nnc1-c1ccoc1C	0.2	-14	-7	-5	104	4	-2	4	0.1
CCCN(C(=O)c1cc(S(=O)(=O)N2CCCCCC2)ccc1OC)C1CCS(=O)(=O)C1 (stereo not given)	0.0	-3	-4	-2	96	6	2	6	0.4
Further entries
SMILES	Efflux pump inh	MCL1 BIM primary	BCLXL inh	GLD-1 RNA inh	CR mimetic SO	ZTA counter	Fam108B counter	EBNA-1 inh	MEX-5 binding
COC(=O)c1ccc(C23CC4(C2)[C@H](CN(Cc2ccc(C(F)(F)F)cc2)[C@@H]4c2ccccc2)C3c2ccc(Cl)nc2)cc1 (stereo not given in full)	0.0	1	0	-7	100	-21	-7	0	2.2
Cc1nnc(-c2ccco2)c2cn(-c3cccc(Br)c3)nc12	0.1	0	5	-3	95	4	-1	0	-4.1
Cc1ccccc1NC(=O)NC1CCS(=O)(=O)C1 (stereo not given)	0.0	-5	0	-1	105	-4	-3	-4	0.5
COc1ccccc1NC(=O)c1ccccc1C(=O)Nc1ccccc1OC	0.0	7	6	-3	98	4	3	14	0.6
Nc1nc(CSCc2ccccc2)nc(N2CCOCC2)n1	-0.1	-3	0	2	99	-10	1	7	3.9
CCO[C@H]1OC(C(=O)O)=C[C@@H](c2ccc3c(c2)OCO3)[C@@H]1CCCO	0.3	-5	-3	0	99	-22	0	-6	-0.9
CCOc1ccc(NC(=O)c2ccc(NC(=O)C3CCCO3)cc2)cc1 (stereo not given)	0.1	5	4	3	98	6	1	-6	2.3
Cc1cc(=O)nc2c3ccccc3n(CC(=O)NC(C)c3ccc4c(c3)OCCO4)n12 (stereo not given)	0.1	4	4	-6	79	-9	-1	-16	0.0
CCC(C)Nc1c2c(nc3c(-c4ccccc4)c(C)nn13)CCC2 (stereo not given)	0.0	1	2	9	103	12	0	5	-1.3
Cc1ccc(NC(=O)CSCC(=O)N2CCOCC2)cc1	0.0	0	1	-3	98	9	-5	-5	-0.6
Cc1nnc(NC(=O)c2ccc(S(=O)(=O)N3CC(C)CC(C)C3)cc2)o1 (stereo not given)	-0.1	10	5	-6	106	10	1	16	0.5
C/C(Cc1ccccc1)=N\NC(=O)CNC(=O)c1ccccc1O	-0.3	2	-2	1	102	-3	4	8	2.6
Cc1cc(C)n2nc(C(=O)OCC(=O)NNC(=O)c3ccc(Cl)cc3)nc2n1	-0.1	8	5	8	101	5	2	6	0.8
